Screens from PubChem.
Alkaline phosphatase: human TNAP enzyme inhibitors, biochemical, luminescent (AID 518). purified TNAP enzyme, luminescent substrate readout; higher % means a stronger effect. inhibition, % at 20 µM, or IC50 in µM where a hit was titrated. actives 0.09% (n = 64,000); in the data active means a potency from the dose series; inactive means the rest, 99 in 100 with inhibition below about 22%;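 further: plate controls were vehicle for no effect and reference inhibitor for full effect; many of its hits are not listed in these tables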
LYP phosphatase: inhibition of human PTPN22 tyrosine phosphatase – biochemical, DiFMUP fluorescence, recombinant catalytic domain, 10 µM, primary screen (AID 606). inhibition, % at 10 µM, or IC50 in µM where a hit was titrated. recombinant LYP catalytic domain, DiFMUP fluorescence; higher % means a stronger effect. 52,000 tested, under 10 active;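 active means IC50 under 40 µM in the dose-response test; inactive means IC50 of 40 µM or more, or never dose-tested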
Spn PMK inh: S. pneumoniae PMK inhibition; inhibition, % at 10 µM; actives 0.49% (n = 65,000); AID 539; purified PMK, PK/LDH-coupled NADH absorbance 340 nm;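 active means top-ranked compounds by inhibition in the single 10 µM screen, taking a fixed number of the strongest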;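 further: 0% = full reaction with DMSO carrier and 100% = background rate without enzyme reaction; no value below 0 was filed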
HPDE-C7 viability: HPDE-C7 pancreatic duct cell viability loss – fluorescence, HTS (AID 430). HPDE-C7 pancreatic duct cells viability, fluorescence; higher % means a stronger effect. cytotoxicity, % at 10 µM; hits with a dose series show EC50 in µM. actives 1.8% (n = 63,000);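 further: cells exposed to compound for 48 hours before viability readout; 0% = vehicle and 100% = reference cytotoxic drug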
DPM-DC inhibit: blocks S. pneumoniae diphosphomevalonate decarboxylase | calls only at 10 µM | actives 0.49% (n = 65,000) | purified DPM-DC, PK/LDH coupled NADH fluorescence;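 active means the 320 compounds with the highest percent inhibition in the single-dose primary screen, excluding strongly autofluorescent ones, cut at about 32% in these data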;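 further: kinetic rate of NADH fluorescence loss reporting ADP formed by the decarboxylase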
Spn MK inh: blocks S. pneumoniae mevalonate kinase; purified MK, PK/LDH-coupled NADH absorbance 340 nm; inhibition, % at 10 µM; actives 0.48% (n = 65,000); AID 555;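 active means ranked among the strongest by inhibition in the single 10 µM screen, a fixed top-ranked set picked for dose follow-up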; further: no value below 0 was filed
HT1080 viability: cytotoxicity in HT1080 fibrosarcoma cells, cell-based, fluorescence readout (AID 620) | HT1080 viability, fluorescence; higher % means a stronger effect | cytotoxicity, % at 10 µM; hits with a dose series show EC50 in µM | actives 0.42% (n = 87,000);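 further: cells exposed to compound overnight then 4 h with Alamar Blue; 0% = vehicle DMSO and 100% = killing control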
KRASV12 cytotoxicity: viability loss of HPDE-C7K cells – cell-based, fluorescence, HTS, primary screen (AID 431); HPDE-C7K KRASV12 cells, Alamar Blue viability, 48 h; higher % means a stronger effect; cytotoxicity, % at 10 µM, or EC50 in µM where a hit was titrated; actives 1.7% (n = 63,000);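 active means compounds whose percent cytotoxicity in the single-dose primary screen, scaled between solvent and toxic-drug controls, exceeds 50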;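 further: 0% = DMSO solvent wells and 100% = doxorubicin-treated wells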
Bfl-1 inhibitors: displacement of Bid BH3 peptide from Bfl-1 – biochemical, fluorescence polarization, FITC-Bid, mouse, primary screen (AID 432). displacement, % at 20 µM; hits with a dose series show IC50 in µM. FITC-Bid BH3 peptide fluorescence polarization displacement; higher % means a stronger effect. actives 0.02% (n = 64,000); in the data active means a potency from the dose series; inactive means the rest, 99 in 100 with displacement below about 15%; further: strong numbers were not always called active
Spn PMK inh pilot replicates: also measured in Spn PMK inh; calls as there; inhibition, %; measured here: pilot screen replicates
Spn MK inh pilot replicates: further read-out of Spn MK inh, marked with its call; inhibition, %; measured here: pilot screen replicates
DPM-DC inhibit pilot screen %: second read-out of DPM-DC inhibit, no call of its own (marks repeat the call); inhibition, %; measured here: pilot screen trials
Numbers without * were called inactive; i = inactive; . = not tested or not shown; + = active, no number. Unless noted, no stated cut-off is given here; in the data, active means cytotoxicity above about 50%; inactive means the rest.

SMILES | Alkaline phosphatase | LYP phosphatase | Spn PMK inh | HPDE-C7 viability | DPM-DC inhibit | Spn MK inh | HT1080 viability | KRASV12 cytotoxicity | Bfl-1 inhibitors | others
COC(=O)c1sccc1NC(=O)CN1CCN(c2ccc(F)cc2)CC1 | 9% | -1% | 2 | 19% | i | 3 | 9% | 10% | -2%
O=C(CC1COc2ccccc2O1)NCc1ccccc1 (stereo not drawn) | 10% | 10% | 5 | -3% | i | 11 | . | -3% | -5%
COC(=O)c1c(NC(=O)c2c(C)noc2C)sc2c1CCCCCC2 | 7% | 0% | 4 | -10% | . | 4 | -2% | -11% | -5%
COC(=O)c1cc(Br)c(=O)n(-c2cc(C)on2)c1 | 6% | -1% | 4 | -2% | i | 6 | -20% | -11% | -1%
OCCN1CCN(C(=S)c2ccc(Cl)cc2)CC1 | 7% | 6% | 6 | -26% | i | 6 | 4% | -19% | -4%
CCOc1ccccc1N=C1NC(=O)CS1 | . | 3% | 8 | . | i | 5 | 7% | . | .
COC(=O)C1=C(NC(=O)c2ccc(C)c(C)c2)CCS1 | 13% | . | 16 | 15% | i | 0 | . | 17% | 1%
CCCCOCCCNC(=O)c1ccccc1OCC | 10% | 8% | 7 | 9% | i | 3 | -12% | 0% | -11% | Spn PMK inh pilot replicates=8.0;Spn MK inh pilot replicates=0.0;DPM-DC inhibit pilot screen %=3.0
Cc1cc(C)nc(NS(=O)(=O)c2cccs2)c1 | 8% | 6% | 14 | 2% | i | 9 | -3% | 3% | -3%
CCCCN1C[C@H](O)[C@@H](O)[C@H](O)[C@H]1CO | 12% | 14% | 3 | 8% | i | 5 | 0% | -3% | 14% | Spn PMK inh pilot replicates=0.0;Spn MK inh pilot replicates=0.0;DPM-DC inhibit pilot screen %=0.0
COc1ccc(CCNC(=O)C2CCCN(c3nn4c(=O)cc(C)nc4s3)C2)cc1OC (stereo not drawn) | 9% | 2% | 23 | 4% | i | 0 | 10% | -4% | -4% | Spn PMK inh pilot replicates=0.5;Spn MK inh pilot replicates=0.0;DPM-DC inhibit pilot screen %=0.0
CCc1c(O)nc(SCC(=O)NCc2ccco2)[nH]c1=O | 4% | 8% | 9 | -9% | i | 0 | 15% | -10% | 1%
COc1ccc(C(=O)N2CC(=O)N(CCc3ccccc3)C(=O)C2)cc1OC | 2% | 9% | 14 | -1% | i | 0 | -4% | -5% | 0%
Cc1ccc(Cc2cncc(O)c2)cc1S(=O)(=O)O | -5% | -2% | 5 | 3% | i | 6 | 3% | -7% | 1%
COc1ccc(CC(=O)OCC(=O)Nc2ncc(Cl)cc2Cl)cc1 | 8% | . | 10 | -7% | i | 3 | -2% | -4% | -5%
CC(=O)[C@H]1CC[C@H]2[C@@H]3CCC4=CC(=O)CC[C@]4(C)[C@H]3[C@H](O)C[C@]12C | 6% | 12% | 2 | -7% | i | 8 | 0% | 5% | -2% | Spn PMK inh pilot replicates=0.0;Spn MK inh pilot replicates=0.0;DPM-DC inhibit pilot screen %=0.0
COc1ccc(OC)c(NC(=O)c2cc(-c3cc(Cl)ccc3O)n[nH]2)c1 | -17% | . | 0 | 12% | i | 5 | 36% | 2% | -8%
Cc1ccc(-n2nc(C(=O)N3CCN(C)CC3)c3c4ccccc4n(C)c3c2=O)cc1 | 10% | -10% | 10 | 5% | i | 2 | 6% | 11% | -7% | Spn PMK inh pilot replicates=2.5;Spn MK inh pilot replicates=1.5;DPM-DC inhibit pilot screen %=4.0
O=C(CN(Cc1ccco1)C(=O)Cn1nnc(-c2cccs2)n1)NCc1ccccc1 | 10% | -18% | 7 | -16% | i | 0 | -9% | -25% | 0%
COC(=O)c1cnn(-c2ccc(C)c(C)c2)c1-n1cccc1 | 5% | -3% | 7 | -4% | i | 0 | -5% | -1% | 5%
O=C(NCCN1CCOCC1)c1cc(-c2ccccc2)on1 | 9% | 13% | 9 | 25% | i | 6 | -2% | 16% | -3%
CCOC(=O)C1C(=O)CC(C)(O)C(C(=O)OCC)C1c1ccccc1OC (stereo not drawn) | 6% | -1% | 3 | -17% | i | 16 | 13% | -13% | -1%
Cc1cc(N2CCCCC2)nc(SCC(=O)c2ccccc2)n1 | 4% | 8% | 9 | -25% | i | 9 | 11% | -21% | -9%
CC1(C)Cc2c(C#N)c(SCC(=O)c3ccccc3)nc(N3CCOCC3)c2CO1 | 16% | 0% | 0 | -6% | i | 7 | 0% | 10% | -1%
CC(O)COc1ccc(/C(=N/O)c2ccccc2)cc1 (stereo not drawn) | 0% | 8% | 0 | -22% | + | 18 | 10% | -9% | -2%
COc1ccc(C(=O)COC(=O)CCn2nnc(-c3cccc(O)c3OC)n2)cc1 | 13% | 8% | 8 | -6% | i | 11 | 16% | -6% | 3%
CCOC(=O)c1cnc2c(C(F)(F)F)cccc2c1N1CCOCC1 | 12% | 4% | 8 | -7% | i | 10 | . | -14% | 3%
O=C(CSc1nc2ccccc2o1)Nc1nc2c(s1)CCCC2 | 11% | 11% | 19 | 14% | i | 0 | 8% | 16% | -9%
Cc1csc2nc(CNS(=O)(=O)c3ccc4c(c3)CCCC4)cn12 | 9% | . | 6 | -14% | i | 7 | 0% | 2% | -4%
Cc1ccc(C)n1-c1ncn[nH]1 | 10% | -24% | 15 | 4% | i | 2 | 1% | 1% | -5%
CC(=O)Nc1nc(N2C(=O)c3ccccc3C2=O)n(-c2ccccc2)n1 | -1% | 8% | 0 | -1% | i | 8 | . | 6% | -10%
CCc1ccc2oc(-c3cccc(NC(=O)c4cccnc4)c3)nc2c1 | 6% | 9% | 0 | -12% | i | 10 | 1% | 11% | -4%
Cn1ncc(Cl)c1C(=O)Nc1cccnc1 | 5% | 5% | 13 | -11% | i | 0 | 3% | -11% | -6%
Cc1nc2cc(C(F)(F)F)ccc2n1C1CCN(C(=O)N2CCOCC2)CC1 | 10% | 0% | 11 | 1% | i | 12 | -1% | -17% | -8%
CC(c1nnc(SCC(=O)c2c(N)n(C)c(=O)n(C)c2=O)n1-c1ccc(Cl)cc1)N(C)C (stereo not drawn) | 3% | . | 0 | 8% | i | 7 | 3% | 18% | 8%
Cc1cccc(NS(=O)(=O)c2ccccc2)n1 | 7% | 0% | 1 | -8% | . | 6 | 1% | -6% | -7%
CCOC(=O)c1sc2nc(NC(=O)C3CCCCC3)sc2c1C | 23% | 7% | 3 | 67%* | i | 2 | -7% | 68%* | -4% | Spn PMK inh pilot replicates=0.0;Spn MK inh pilot replicates=3.0;DPM-DC inhibit pilot screen %=6.5
c1ccc(Sc2ncnc3c2oc2ccccc23)nc1 | 19% | . | 7 | 0% | i | 4 | 0% | 2% | -12%
CCC1CCCCN1C(=O)c1cc2cc(Br)ccc2oc1=O (stereo not drawn) | 19% | 11% | 0 | 2% | i | 2 | -2% | 6% | 1%
Cc1nc(SCc2c(F)cccc2Cl)c2c(=O)n(C)c(=O)n(C)c2n1 | -2% | . | 0 | -26% | i | 4 | . | -13% | -4%

5 structures from above, sorted by SMILES length, lowest first:
SMILES | Alkaline phosphatase | LYP phosphatase | Spn PMK inh | HPDE-C7 viability | DPM-DC inhibit | Spn MK inh | HT1080 viability | KRASV12 cytotoxicity | Bfl-1 inhibitors | others
Cc1cccc(NS(=O)(=O)c2ccccc2)n1 | 7% | 0% | 1 | -8% | . | 6 | 1% | -6% | -7%
c1ccc(Sc2ncnc3c2oc2ccccc23)nc1 | 19% | . | 7 | 0% | i | 4 | 0% | 2% | -12%
CCC1CCCCN1C(=O)c1cc2cc(Br)ccc2oc1=O (stereo not drawn) | 19% | 11% | 0 | 2% | i | 2 | -2% | 6% | 1%
CC(=O)Nc1nc(N2C(=O)c3ccccc3C2=O)n(-c2ccccc2)n1 | -1% | 8% | 0 | -1% | i | 8 | . | 6% | -10%
CC(c1nnc(SCC(=O)c2c(N)n(C)c(=O)n(C)c2=O)n1-c1ccc(Cl)cc1)N(C)C (stereo not drawn) | 3% | . | 0 | 8% | i | 7 | 3% | 18% | 8%

More results
SMILES | Alkaline phosphatase | LYP phosphatase | Spn PMK inh | HPDE-C7 viability | DPM-DC inhibit | Spn MK inh | HT1080 viability | KRASV12 cytotoxicity | Bfl-1 inhibitors | others
Cc1ccc(C(=O)Nc2nnn(C)n2)cc1 | 4% | . | 11 | -18% | i | 7 | -7% | -18% | -4%
COc1ccc(S(=O)(=O)N2CCCC(C(=O)O)C2)cc1 (stereo not drawn) | 7% | 9% | 4 | -9% | i | 8 | . | -6% | -2%
O=C1C2CCCN2C(c2ccccc2F)N1c1ccc(Cl)cc1 (stereo not drawn) | 5% | 11% | 10 | . | i | 0 | -4% | . | -4%
Cc1noc(C)c1C(=O)Nc1cccnc1 | -3% | 23% | 3 | 1% | i | 8 | 10% | -2% | 3%
COc1cccc(N2CC(C(=O)OC(C)C(=O)c3ccccc3)CC2=O)c1 (stereo not drawn) | 12% | 13% | 5 | -25% | i | 3 | 19% | -19% | -5%
COc1cccc(/C=C/c2ccncc2)c1OC | 7% | -1% | 14 | -6% | i | 8 | . | -5% | 0%
C/C(N)=C(/C#N)C(=O)CSc1nc(C2CCCCC2)n(-c2ccccc2)n1 | 11% | 4% | 12 | 0% | i | 3 | 2% | -6% | 1%
O=C(CN1CCCC(O)C1)N1c2ccccc2Sc2ccc(C(F)(F)F)cc21 (stereo not drawn) | 9% | 12% | 8 | 24% | i | 12 | 38% | -4% | -16%
CCOC(=O)C1=C(CS(=O)(=O)c2ccccc2)NC(=O)NC1c1ccccc1OCC (stereo not drawn) | 9% | 7% | 6 | -9% | i | 7 | 13% | -4% | -4%
Cc1ccc(-c2nc(C3CCCN(S(=O)(=O)c4ccc(C)cc4)C3)no2)cc1 (stereo not drawn) | 15% | 4% | 4 | -9% | i | 4 | -8% | 7% | -3%
CCN(CC)S(=O)(=O)c1ccc2c(c1)c(=O)c(C(=O)N1CCN(c3ccccc3)CC1)cn2C | 5% | . | 5 | -7% | i | 3 | -4% | -5% | 6%
Cc1nc(NC2=NCN(CCN3CCOCC3)CN2)nc2c(C)cccc12 | 18% | -1% | 0 | 3% | i | 11 | 5% | 14% | -1% | Spn PMK inh pilot replicates=8.0;Spn MK inh pilot replicates=1.0;DPM-DC inhibit pilot screen %=3.5
Cc1csc2ncc(C(=O)Nc3ccc4c(c3)OCCO4)c(=O)n12 | 5% | 8% | 12 | -20% | i | 4 | 1% | -19% | 1%
c1ccc(COc2ccc(CNn3cnnc3)cc2)cc1 | 5% | 8% | 11 | -7% | i | 6 | 7% | -14% | -2%
CC(=O)c1c(C)[nH]c(C(=O)NCCc2cccc(C)c2)c1C | 5% | 5% | 4 | -6% | i | 8 | 11% | -3% | -3%
O=C(CC(Sc1ccccc1)c1cccs1)c1ccco1 (stereo not drawn) | 11% | -4% | 11 | 10% | i | 3 | -8% | 14% | 12%
CS(=O)(=O)N1CCN(C(=O)c2ccc(F)cc2)CC1 | 4% | 20% | 13 | -32% | i | 9 | 0% | -22% | -4%
O=C(NC12CC3CC(CC(C3)C1)C2)N1CCCC(CO)C1 (stereo not drawn) | 7% | 13% | 2 | 6% | i | 4 | 0% | -10% | 1%
